Assay outcomes (PubChem)
EPAC2 antag: qHTS for Antagonist of cAMP-regulated guanine nucleotide exchange factor 2 (EPAC2): primary screen. Rap guanine nucleotide exchange factor 4 (Homo sapiens), Q8WZA2. EPAC2 GEF exchange of Rap1B-BODIPY-GDP, fluorescence. Potency, µM (titrated, usually from 114 µM), inactives show at the highest dose activity, negative = inhibition, usual class: inhibitors. 0.18% of 360,000 active. AID 720708, 2013; also: % is scaled to controls: 0 for no effect and ±100 for the full control effect; nearly all actives have a fitted effect of over 45% in size; many of its hits are not listed in these tables
Target sequence (Q8WZA2 whole entry, looked up): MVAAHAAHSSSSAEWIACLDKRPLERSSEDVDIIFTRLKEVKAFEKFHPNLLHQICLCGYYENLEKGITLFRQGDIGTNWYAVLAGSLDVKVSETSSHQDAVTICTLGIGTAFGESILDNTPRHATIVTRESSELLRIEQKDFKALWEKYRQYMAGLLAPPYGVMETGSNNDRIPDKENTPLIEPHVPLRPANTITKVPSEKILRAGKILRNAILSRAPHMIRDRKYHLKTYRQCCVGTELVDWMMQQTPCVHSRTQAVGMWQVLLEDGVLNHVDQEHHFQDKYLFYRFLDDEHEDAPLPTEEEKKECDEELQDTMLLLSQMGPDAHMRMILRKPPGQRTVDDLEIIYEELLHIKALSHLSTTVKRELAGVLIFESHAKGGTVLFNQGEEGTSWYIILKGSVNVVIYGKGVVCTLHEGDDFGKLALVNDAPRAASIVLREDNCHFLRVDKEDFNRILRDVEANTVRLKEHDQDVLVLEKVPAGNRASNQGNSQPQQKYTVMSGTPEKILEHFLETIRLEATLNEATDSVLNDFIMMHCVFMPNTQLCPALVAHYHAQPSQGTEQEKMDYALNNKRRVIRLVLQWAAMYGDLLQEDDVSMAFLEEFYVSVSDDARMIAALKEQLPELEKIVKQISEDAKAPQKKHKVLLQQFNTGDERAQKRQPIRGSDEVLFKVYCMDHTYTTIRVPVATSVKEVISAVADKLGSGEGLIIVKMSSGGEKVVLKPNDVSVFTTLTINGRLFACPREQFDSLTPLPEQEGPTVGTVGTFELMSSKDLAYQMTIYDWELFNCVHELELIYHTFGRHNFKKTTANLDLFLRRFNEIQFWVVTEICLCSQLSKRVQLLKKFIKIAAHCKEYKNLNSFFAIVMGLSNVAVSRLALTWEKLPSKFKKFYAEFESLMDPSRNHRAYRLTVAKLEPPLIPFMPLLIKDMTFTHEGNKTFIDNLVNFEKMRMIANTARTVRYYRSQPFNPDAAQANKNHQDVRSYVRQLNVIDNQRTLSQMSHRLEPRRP
Nrf2 ARE act: qHTS of Nrf2 Activators | AREc32 ARE-luciferase reporter (MCF7-derived line), luminescence, 24 h | 0.31% of 410,000 active | Potency, µM (highest dose often 46.1 µM), without a hit: top-dose activation, actives largely listed as activators; also: % of control where 0% means no effect; nearly all actives have a fitted effect of over 65% in size
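Cells of the AREc32 ARE-luciferase line are plated in OPTI-MEM containing 5% FBS and left overnight at 37 deg C. Compounds are pinned in, incubation continues 24 hr, and firefly luciferase signal is then measured.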
A549 tox: Nrf2 qHTS screen for inhibitors: counterscreen for cytotoxicity | A549 ARE-Fluc cells, CellTiter-Fluor viability, 18-24 h | Potency, µM (series often up to 46 µM), for the others: top-dose activity change, negative = cytotoxicity, actives largely listed as inhibitors | 0.16% of 390,000 active | AID 504648, 2011; also: % is scaled to controls: 0 for no effect and ±100 for the full control effect
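Cytotoxicity counterscreen: CellTiter-Fluor fluorescence was measured in A549 ARE_Fluc cells after 18-24 h of compound exposure in a concentration series. The subsequent BugLite luminescent read reports ARE-luciferase activity.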
TGFb SMAD3 inh: qHTS for Inhibitors of TGF-b; HepG2 CAGA-GFP TGF-b/SMAD3 reporter, GFP fluorescence, 18 h; TGF-beta stimulated, 500 pg/mL final; 1.2% of 410,000 active; Potency, µM (highest dose often 46.1 µM), without a hit: top-dose activity, negative = inhibition, hits mostly inhibitors; also: % is scaled to controls: 0 for no effect and ±100 for the full control effect; nearly all actives have a fitted effect of over 65% in size
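Smad-responsive CAGA-GFP expression was quantified in HEPG2 cells exposed to compounds and 500 pg/mL final TGF-beta for 18 h at 37 degrees C; unstimulated wells defined full inhibition.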
S2 tox: Viability Counterscreen for Primary qHTS for Inhibitors of ATXN expression; Potency, µM (doses to about 56.7 µM), most hits filed as cytotoxic; 0.49% of 400,000 active; AID 651635, 2014; S2 cells (HEK-293 line with an ATXN2-luciferase reporter) viability, CellTiter-Fluor protease fluorescence, 24 h; also: nearly all actives have a fitted effect of over 40% in size
HepG2 viability: qHTS for Inhibitors of TGF-b: Cytotox Counterscreen; 0.76% of 410,000 active; Potency, µM (highest dose often 46.1 µM), for inactives: at the top dose activity change, negative = cytotoxicity, hits mostly cytotoxic; HepG2 CAGA-GFP viability, ATP luminescence, 18 h; also: some results filed as inactive show a strong effect at the top dose
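CellTiter-Glo luminescence gave cytotoxicity after 18 hours at 37 degrees C. The cells were HepG2 CAGA-GFP in 1% FBS DMEM, stimulated with 500 pg/mL TGF-beta after compound addition. %Activity was normalised to no-cell wells (complete cell-killing) and DMSO (no toxicity), and curves were fitted and classified.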
ATXN2 expr inh: Primary qHTS for Inhibitors of ATXN expression; HEK-293 ATXN2-luciferase reporter, luminescence, 24 h; 0.72% of 360,000 active; Potency, µM (titrated, usually from 57 µM), for inactives: at the highest dose activity change, negative = inhibition, usual class: inhibitors; also: % is scaled to controls: 0 for no effect and ±100 for the full control effect; nearly all actives have a fitted effect of over 55% in size
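qHTS (up to 57 uM final) was run with 24 h compound exposure of reporter cells at 37 °C. Each well was multiplexed: SteadyGlo luminescence measured ATXN2-luciferase expression after a fluorogenic Gly-Phe-AFC viability readout (25 uM final).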
MCF10A rerep: A quantitative high throughput screen for small molecules that induce DNA re-replication in MCF 10a normal breast cells | Potency, µM (top dose mostly 46.1 µM), inactives show at the top dose activity, positive = re-replication, most hits filed as activators | MCF 10A DNA re-replication, Hoechst nuclear intensity, 48 h | 2.9% of 350,000 active; also: % of control where 0% means no effect; nearly all actives have a fitted effect of over 50% in size
Nrf2 inh: Nrf2 qHTS screen for inhibitors; A549 ARE-Fluc reporter, luciferase luminescence, 18-24 h; Potency, µM (top dose mostly 46 µM), for the others: at the highest dose activity change, negative = inhibition, hits mostly inhibitors; 2.1% of 360,000 active; also: % is scaled to controls: 0 for no effect and ±100 for the full control effect; nearly all actives have a fitted effect of over 60% in size
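Two sequential reads on A549 ARE_Fluc cells exposed to compound for 18-24 h: a CellTiter-Fluor fluorescence read for viability, then a luciferase luminescence read for Nrf2/ARE activity.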
Active calls of the source: *; i = inactive; ? = inconclusive; nt = not tested or not shown; & = joins results of further samples; [ ] = another dose, or the depositor's remark. Calls follow the shape of the dose curve; as a rule, active = well fitted curve in the direction sought with a large enough effect; inconclusive = small, poorly fitted or top-dose-only effect, or another doubt; inactive = no such curve, though single readings can be large; an effect the other way counts as inactive or inconclusive. Potency is read from the fitted curve at half-maximal effect. A portion of the library; rates above refer to the full screens.

SMILES	EPAC2 antag	Nrf2 ARE act	A549 tox	TGFb SMAD3 inh	S2 tox	HepG2 viability	ATXN2 expr inh	MCF10A rerep	Nrf2 inh
CCSc1nnc(NC(=O)c2ccc3c(c2)OCO3)s1	-3%	-0.4%	16%	0%	i	-22%	-20%	4%	?
CCCOc1ccc(Oc2cc(C)nc(SC)n2)nn1	0%	20%	4%	5%	i	4%	-1%	8%	-10%
O=C(CCN1C(=O)/C(=C/c2ccccc2)SC1=S)NNC(=O)c1cccnc1	5%	-0.7%	1%	9%	?	-22%	-11%	10%	-6%
CC(C)(C)c1ccc(C(=O)Nc2ccc(-c3nc4cc(Cl)ccc4o3)cc2)cc1	nt	0.1%	4%	-2%	i	-16%	-2%	nt	5%
Cc1ccc(S(=O)(=O)N2CCOCC2)cc1C(=O)NC1CCCC(C)C1C (centres undefined)	-2%	0.1%	2%	-9%	i	-13%	-1%	9%	-10%
CCOc1ccc(CC(=O)NCCc2sc3nc(-c4ccc(F)cc4)nn3c2C)cc1	nt	-0.5%	-11%	?	nt	-15%	nt	nt	nt
COc1ccc([C@@H]2[C@@H]3C(=O)N(C(C)(C)C)C(=O)[C@@H]3[C@]3(CC(C)C)C(=O)N(c4cccc(Br)c4)C(=O)N23)cc1	11%	-0.5%	4%	1%	i	-17%	-8%	?	11%
COc1ccc(/C=C/C(=O)N2CCN(C)CC2)cc1S(=O)(=O)N1CCCCC1	7%	-0.2%	20%	14%	i	17%	nt	?	19%
COc1cccc(CNC(=O)Cn2c(=O)c3cccn3c3ccc(F)cc32)c1OC	nt	2.7%	12%	11%	nt	3%	nt	nt	?
CC(=O)N[C@@H](Cc1c[nH]c2ccccc12)C(=O)OCC(=O)NCc1ccc2c(c1)OCO2	-4%	-0.5%	0%	-8%	i	5%	-13%	-2%	-1%
CCC1Nc2ncnc(N3CCN(c4ccccc4)CC3)c2N(Cc2ccc(Br)cc2)C1=O (centres undefined)	8%	4.1%	-14%	-31%	i	-6%	-26%	?	?
CCc1ccc(NC(=O)CSc2nc3c(sc4ccccc43)c(=O)n2CCCOC)cc1	nt	-1.3%	5%	0%	i	6%	-5%	nt	nt
CCOC(=O)C1=C(C)Nc2[nH]c(=O)[nH]c(=O)c2C1c1cccs1 (centres undefined)	17%	0.0%	1%	-2%	i	-4%	2%	0%	2%
CCCN(CC(=O)Nc1ccccc1OC)C(=O)CCCN1C(=O)c2ccccc2C1=O	-7%	-0.4%	1%	-7%	i	-23%	6%	0%	-7%
COc1ccccc1NC(=O)c1cc(C)oc1C	2%	-0.1%	0%	-8%	i	2%	2%	1%	2%
COc1ccc(CNC(=O)c2cc(C3CC3)nc3c2c(C)nn3-c2cccc(Cl)c2C)cc1	nt	0.6%	6%	-1%	i	5%	5%	nt	28%
CCN(CC)C(=O)CSc1nc2cc3c(cc2c(=O)n1CCCCCC(=O)NCc1ccc(OC)cc1)OCO3	-7%	0.3%&0.4%	-12%&-7%	5%&5%	i	8%&-1%	-15%	18µM*	-27%
O=C(O)c1csc(Br)c1Br	15%	-0.5%	1%	-7%	i	12%	-5%	13%	-11%
C=CCn1c(O)c(N=NC(=S)Nc2ccccc2F)c2ccccc21	15%	-0.5%	?	?	?	-37%	?	-13%	?
C/C(=N\NS(=O)(=O)c1ccc(Br)cc1)c1cccs1	-7%	2.9%	5%	0%	i	-38%	5%	3%	?
O=C(Nc1cc(C(F)(F)F)ccc1Cl)C(Sc1cccc[n+]1[O-])c1ccccc1 (centres undefined)	-6%	11%	-2%	?	i	-7%	2%	1%	-18%
CN(C)S(=O)(=O)c1ccc(N2CCCC2)c(C(=O)NNC(=O)COc2ccc(Cl)cc2)c1	-6%	-0.7%	7%	-11%	i	-37%	-7%	3%	-6%
CCOc1ccccc1C=C1SC(=S)NC1=O	?	0.9%	?	-15%	?	-11%	-19%	18µM*	?
Cc1ccc(NC(=O)COC(=O)Cn2c(C)csc2=O)cc1C	-4%	0.1%	7%	-5%	i	-7%	2%	4%	-9%
Cc1cc(-n2c(C)nc3ccccc3c2=O)ccc1NC(=O)c1ccc([N+](=O)[O-])cc1	nt	0.7%	-4%	-13%	i	-4%	5%	nt	nt
S=C(NCc1ccco1)N1CCOCC1	14%	-0.8%	0%	0%	i	0%	-6%	-37%[inhibitor]	3%
COc1cc(/C=N/NC(=O)Cc2nnc(N)s2)cc(OC)c1OC	0%	0.4%	0%	12%	i	8%	4%	0%	-10%
CCOC(=O)c1ccc(NC(=O)C(C)NS(=O)(=O)c2ccc(OC)cc2)cc1 (centres undefined)	-6%	2.5%	nt	-3%	i	-1%	23%	26%	0%
Cc1cc([N+](=O)[O-])ccc1NC(=S)NC(=O)C(c1ccccc1)c1ccccc1	-1%	4.1%	-9%	?	i	-4%	?	3%	nt
S=C1NNC2(NN1)C1CC3CC(C1)CC2C3	6%	-0.8%	-3%	-29%	i	2%	1%	2%	9%
C/C(=N\O)C(C)(C)Nc1ccc(Cl)cc1	-11%	-0.4%	-6%	0%	i	7%	-3%	4%	-12%
Cn1c2ccccc2c2c(C(=O)N3CCN(c4ccccn4)CC3)cn(C3CCCC3)c(=O)c21	-5%	-0.1%	-7%	12%	?	-15%	-10%	4%	?
CC(=O)NCCOc1cccc2cccnc12	9%	-0.2%	2%	-2%	?	1%	-6%	-7%	0%
CCCCOC(=O)c1ccc(-n2nnc3c(sc4nc(C)cc(C)c43)c2=O)cc1	nt	5.1%	7%	3%	nt	0%	nt	nt	?
C/C(=N\Nc1ccc(Cl)c(C(=O)O)c1)c1cccs1	1%	1.5%	-2%	-4%	i	2%	20%	-1%	?
CCC(=O)N1CCc2cc(Br)cc(S(=O)(=O)N3CCN(c4ccc(C)cc4)C(C)C3)c21 (centres undefined)	nt	-0.5%	13%	-23%	i	1%	7%	nt	9%[9.27 µM]

Gathered by group, those above with a furan ring, fused or not
SMILES	EPAC2 antag	Nrf2 ARE act	A549 tox	TGFb SMAD3 inh	S2 tox	HepG2 viability	ATXN2 expr inh	MCF10A rerep	Nrf2 inh
COc1ccccc1NC(=O)c1cc(C)oc1C	2%	-0.1%	0%	-8%	i	2%	2%	1%	2%
S=C(NCc1ccco1)N1CCOCC1	14%	-0.8%	0%	0%	i	0%	-6%	-37%[inhibitor]	3%

Further structures:
SMILES	EPAC2 antag	Nrf2 ARE act	A549 tox	TGFb SMAD3 inh	S2 tox	HepG2 viability	ATXN2 expr inh	MCF10A rerep	Nrf2 inh
CCc1ccc(Nc2cc(C)nc3nc(Cc4ccc(Cl)cc4)nn23)cc1	nt	-1.6%	?	13µM*	?	-77%	?	nt	?
COc1ccc(OCC(=O)Sc2ccc(C)cc2)cc1	6%	3.8%	-3%	4%	i	-1%	-6%	2%	-10%
O=C(CN1C(=O)CCC1=O)Nc1cccc(NC(=O)CN2C(=O)CCC2=O)c1	17%	-0.5%	0%	3%	?	0%	?	-17%	11%
Cc1ccc(S(=O)(=O)N2CCN(C(=O)CSCc3ccc(C(C)C)cc3)CC2)cc1	1%	5.8%	4%	?	i	-25%	nt	4%	?
S=C(NC1CCCCC1)N(CCc1ccccc1)CCc1ccccc1	7%	3.3%	3%	-21%	i	-28%	nt	?	?
CCc1ccccc1NC(=O)CN1CCN(CC(=O)Nc2ccc3c(c2)OC2(CCCCC2)O3)CC1	-10%	0.0%	3%	-15%	i	-3%	-29%	6.5µM*	-36%
Cc1cccc(OCCCC(=O)NNC(=O)c2ccccn2)c1	-1%	-2.8%	-1%	?	i	-22%	nt	19%	-12%
C#CCOCCOCCOCCNc1nc(N2CCOCC2)nc(N2CCN(C(=O)CCCCCCCCCCNC(=O)[C@@H](CCSC)n3cc(CCO)nn3)CC2)n1	-8%	5.1%	-2%	-18%	i	-12%	-6%	19%	?
Clc1ccc(-c2cc(COc3ccccc3)no2)cc1Cl	3%	2.4%	0%	-3%	i	-3%	36%	-1%	1%
COc1ccc(C2CC(=O)N3CN(C4CCCCC4)CSC3=C2C#N)cc1 (centres undefined)	nt	0.8%	10%	0%	i	3%	4%	nt	12%
Cc1ccc(C2=NNC(=Nc3ccc(F)cc3)SC2)cc1	?	11%	?	0%	i	-10%	25%	-8%	?
COc1ccc(-c2cc3ccccc3n2CC(O)CN2CCN(CCO)CC2)cc1 (centres undefined)	2%	2.8%	8%	8%	i	-18%	2%	5%	?

Complete entries as entered above.
`C#CCOCCOCCOCCNc1nc(N2CCOCC2)nc(N2CCN(C(=O)CCCCCCCCCCNC(=O)[C@@H](CCSC)n3cc(CCO)nn3)CC2)n1` reads EPAC2 antag = -8%; Nrf2 ARE act = 5.1%; A549 tox = -2%; TGFb SMAD3 inh = -18%; S2 tox = i; HepG2 viability = -12%; ATXN2 expr inh = -6%; MCF10A rerep = 19%; Nrf2 inh = ?
`CCc1ccccc1NC(=O)CN1CCN(CC(=O)Nc2ccc3c(c2)OC2(CCCCC2)O3)CC1` reads EPAC2 antag = -10%; Nrf2 ARE act = 0.0%; A549 tox = 3%; TGFb SMAD3 inh = -15%; S2 tox = i; HepG2 viability = -3%; ATXN2 expr inh = -29%; MCF10A rerep = 6.5µM*; Nrf2 inh = -36%

Later entries.
SMILES	EPAC2 antag	Nrf2 ARE act	A549 tox	TGFb SMAD3 inh	S2 tox	HepG2 viability	ATXN2 expr inh	MCF10A rerep	Nrf2 inh
Cc1cc(=O)c2ccccc2n1CC(=O)NCc1ccccc1	6%	5.6%	-10%	?	i	-23%	-16%	?	-29%
CCOCCc1nn2c(=O)cc(COC(=O)c3ccccc3Br)nc2s1	nt	12%	0%	0%	i	1%	9%	nt	?
COc1cccc(-c2nc(CS(=O)(=O)CC(=O)NCc3ccc(Cl)cc3)c(C)o2)c1	3%	-0.2%	-4%	-3%	i	-16%	-37%	3%	-7%
COc1cc2c(cc1NC(=O)c1cc(-c3ccccn3)nc3ccccc13)oc1ccccc12	9%	-0.8%	0%	9%	i	3%	3%	-1%	5%
OCc1cc(-c2ccc(Cl)c(Cl)c2)on1	-2%	0.0%	6%	5%	i	-18%	-10%	5%	-20%
Cc1ccccc1OCCNc1ccc(C(F)(F)F)cc1[N+](=O)[O-]	-1%	4.5%	-6%	?	i	-39%	39%[activator]	17%	nt
CCc1nnc(NC(=O)CSc2nncc(=O)n2N)s1	1%	5.0%	5%	-15%	i	-12%	17%	20%	-15%
